# GPR151 activ – activators of human GPR151, primary screen, cell-based, PathHunter beta-arrestin, luminescence; PathHunter beta-arrestin GPR151 cells; activation, % at 11.2 µM; 1% of 650,000 active; AID 1508602, 2020; in the data active = activation above about 4.9%;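 also: 0% = median of compound wells and 100% = cells with positive control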
# Target sequence (Q8TDV0 whole entry, looked up): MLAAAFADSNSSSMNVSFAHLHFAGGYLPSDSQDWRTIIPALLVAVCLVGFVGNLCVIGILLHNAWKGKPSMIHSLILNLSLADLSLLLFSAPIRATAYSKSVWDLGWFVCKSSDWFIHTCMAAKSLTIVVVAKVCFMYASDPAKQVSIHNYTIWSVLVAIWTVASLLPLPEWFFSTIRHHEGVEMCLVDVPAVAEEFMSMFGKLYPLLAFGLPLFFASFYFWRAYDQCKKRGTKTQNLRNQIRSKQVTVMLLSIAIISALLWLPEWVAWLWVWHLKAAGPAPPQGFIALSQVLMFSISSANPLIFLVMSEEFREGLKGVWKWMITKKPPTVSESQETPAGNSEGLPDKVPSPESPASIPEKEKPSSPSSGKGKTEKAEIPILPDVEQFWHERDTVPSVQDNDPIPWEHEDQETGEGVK
# TEAD-YAP inh – TEAD-YAP interaction inhibition, primary screen, TEAD-YAP interaction inhibitor project, luminescence, HEK-TIYL cells; AID 1259422, 2018; 1.4% of 640,000 active; TEAD-Gal4/YAP UAS-luciferase luminescence; inhibition, % at 9.12 µM; in the data active = inhibition above about 32%;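 also: 0% = median of test compound wells and 100% = reference inhibitor wells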
# MITF inh – MITF inhibitors, primary screen, biochemical, AlphaScreen, human | Microphthalmia-associated transcription factor (Homo sapiens), O75030 | AlphaScreen MITF homodimerization, bead proximity signal | inhibition, % at 2.6 µM | 0.91% of 650,000 active | AID 1259374, 2018; in the data active = inhibition above about 50%;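 also: 0% = vehicle wells with protein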
# Target sequence (O75030 whole entry, looked up): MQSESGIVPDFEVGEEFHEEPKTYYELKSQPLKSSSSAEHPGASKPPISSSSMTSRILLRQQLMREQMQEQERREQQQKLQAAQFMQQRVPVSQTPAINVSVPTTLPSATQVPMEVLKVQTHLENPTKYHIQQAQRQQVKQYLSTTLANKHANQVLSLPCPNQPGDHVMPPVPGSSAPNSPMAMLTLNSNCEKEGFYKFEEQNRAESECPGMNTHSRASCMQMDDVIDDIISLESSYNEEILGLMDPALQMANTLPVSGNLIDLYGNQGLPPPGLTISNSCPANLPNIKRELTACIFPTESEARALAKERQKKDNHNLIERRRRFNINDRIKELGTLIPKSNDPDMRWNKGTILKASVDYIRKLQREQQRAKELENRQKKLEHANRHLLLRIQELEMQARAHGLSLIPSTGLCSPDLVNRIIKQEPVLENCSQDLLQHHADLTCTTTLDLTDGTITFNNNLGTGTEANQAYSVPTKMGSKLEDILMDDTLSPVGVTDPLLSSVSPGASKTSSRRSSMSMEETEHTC
# FBW7 act – FBW7 E3 ligase activators, primary screen, biochemical, AlphaScreen, human; F-box/WD repeat-containing protein 7 (Homo sapiens), Q969H0; AlphaScreen FBW7–phospho-cyclin E peptide binding, activator screen; normalized activity (activation), % at 26.1 µM; 0.13% of 650,000 active; AID 1259310, 2017; in the data active = normalized activity above about 1.9%;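 also: purified mutant Fbw7 with reduced substrate affinity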
# * = called active by the depositor. An unsorted share of the library. About 3.5% of those tested had a hit in this group.
SMILES,GPR151 activ,TEAD-YAP inh,MITF inh,FBW7 act
O=C(Nc1ccc(-c2nc3ccccc3o2)cc1)c1ccc(N2C(=O)C3C4C=CC(C4)C3C2=O)cc1 (centres undefined),-0.2,17,-3,-0.1
CSc1ccc(S(=O)(=O)NCCC(C)C)cc1,-1.3,-9,30,0.1
C#CCOC(=O)c1ccccc1C(=O)Nc1ccc(Cl)cc1,-1.2,-5,22,0.5
COc1ccccc1NC(=O)Nc1cc(C)cn(Cc2cccc(F)c2)c1=O,0.3,4,10,-0.1
CCC(C)(C)NC(=O)CN(C(=O)CCC(=O)Nc1nccs1)c1cccc(C)c1,0.4,5,6,-0.1
CC(C)CC(=O)N1CCN(C(=O)c2ccco2)CC1,-0.5,-8,0,0.1
Oc1ccc(CCNc2nc(Nc3ccccn3)nc3c2ncn3-c2ccsc2)cc1,-1.1,46*,12,0.0
O=C(c1ccc(F)cc1F)N1CCN(c2cc(N3CCCCC3)c(F)cc2[N+](=O)[O-])CC1,-1.2,3,-5,-0.1
NC(=O)NC(=O)COC(=O)CCCN1C(=O)c2ccccc2C1=O,0.9,-6,-18,-0.1
Cc1cc(C)cc(N2C(=O)NC(=O)/C(=C\c3ccncc3)C2=O)c1,-0.6,0,12,0.3
CCCOC(=O)c1cccc(NC(=O)COc2ccc(C(C)C)cc2)c1,-1.4,-36,15,0.5
Cc1cccc(C(O)(C(=O)NNC(=O)C(=O)/C=C(\O)c2ccccc2)c2cccc(C)c2)c1,-0.3,-12,-4,0.1
CCOC(=O)c1sc(/N=C/c2c(C)[nH]n(-c3ccc(C)cc3C)c2=O)c(C(=O)OCC)c1C,-0.8,-34,-12,-0.2
CN(C)c1ccc(-c2noc(C3CCCN(C(=O)C4CCCCC4)C3)n2)cc1 (centres undefined),3.0,-15,13,-0.2
CCc1cccc2c(/C=C3\NC(=S)N(CC)C3=O)cn(CC(=O)N3CCCC3)c12,0.9,2,1,0.1
CCOc1ccccc1NC(=O)C(C)Oc1ccc(OC)cc1 (centres undefined),0.0,48*,-3,0.1
CCCCCn1c(SCC(=O)c2ccccc2)nc2cc(C(=O)N3CCCC3)ccc2c1=O,-0.5,-11,2,0.0
CN1C(=O)C(=Cc2cc3c(cc2Cl)OCO3)C(=O)N(C)C1=S,4.6,6,5,-0.1
Cn1ncc2c(Nc3cccc(C#N)c3)ncnc21,-0.3,8,-4,-0.1
O=C1C2C3CCC(C3)C2C(=O)N1c1ccc(F)c(Cl)c1 (centres undefined),-0.4,2,14,-0.1
CCc1ccccc1NC(=O)C(=O)NC1CCCCC1C (centres undefined),-1.0,2,7,0.4
CCOC(=O)c1ccc(NC(=O)CSc2nc3cc(C(=O)OC)ccc3c(=O)n2CCN2CCOCC2)cc1,0.1,0,-10,0.3
Cc1nn(-c2ccccc2)c(-n2cccc2)c1C(=O)NCCCN1CCCC1=O,1.2,5,3,0.2
CCCSc1nnc2c(n1)OC(c1ccc(OC)c(Br)c1)Nc1ccccc1-2 (centres undefined),1.7,-25,14,0.0
C=CCOc1ccc(C2/C(=C(/O)c3ccc(OCC=C)cc3C)C(=O)C(=O)N2CCCN(C)C)cc1 (centres undefined),1.2,-9,-5,-0.4
O=C(Nc1ccc2oc(-c3cccc(Cl)c3Cl)nc2c1)c1cc([N+](=O)[O-])ccc1Cl,-0.4,9,-2,0.0
COc1ccc(C(=O)Nc2ccccc2C(=O)NCC(C)C)cc1,1.3,1,2,0.0
COc1ccc(/C=N/NC(=O)COc2ccccc2Cl)cc1I,0.7,-18,3,0.4
Cc1ccccc1CN1CCN(C2CCSCC2)CC1CCO (centres undefined),0.1,11,3,-0.1
CC1CCCN(S(=O)(=O)c2ccc(F)c(C(=O)NC3CCCCCC3)c2)C1 (centres undefined),3.3,-4,-3,0.2
COc1cc(C=C2C(=O)NC(=O)NC2=O)ccc1OCc1cccc(F)c1,2.1,-34,12,0.0
COc1ccccc1N(C)S(=O)(=O)c1ccc(C(=O)Oc2ccc(C(C)=O)cc2)cc1,-0.5,6,12,0.2
COc1cccc(CC2=NOC(C(=O)NC(c3ccccn3)C(F)(F)F)C2)c1 (centres undefined),0.9,4,22,-0.1
O=[N+]([O-])c1ccc(NN=C2CCCCC2)cc1,0.5,-10,14,-0.2
CC(=O)Oc1ccc(/C(C)=N/NC(=O)c2cccs2)cc1,-2.9,-68,-2,0.0
COc1ccc(OCCNC(C)(C)C)cc1,2.7,4,36,-0.2
COC(=O)c1cc(NC(=O)c2ccc(N3CC4CC(C3)c3cccc(=O)n3C4)c(NC(=O)c3cccs3)c2)cc(C(=O)OC)c1 (centres undefined),2.5,-1,-9,-0.1
O=c1[nH]c2nc(-c3cccc(Br)c3)cnc2n1Cc1cccnc1,-0.3,-1,2,0.3
Cn1c(N)c(C(=O)Cn2cc(S(=O)(=O)N3CCCC3)ccc2=O)c(=O)n(C)c1=O,0.6,-3,6,-0.1
CCC(c1ccccc1)c1nnc(NC(=O)c2ccco2)s1 (centres undefined),1.1,0,-3,0.1
CCc1ccc(NC(=O)N[C@H]2C[C@H]3C(=O)N[C@H](C)C(=O)N3C2)cc1,0.1,-5,3,0.0
CCCCN(C)CCNC(=O)C1c2ccccc2C(=O)N(C)C1c1cn(C)c2ccccc12 (centres undefined),0.4,4,3,0.0
Cc1cc2n(n1)C(c1ccc(O)cc1O)Nc1ccccc1-2 (centres undefined),0.4,0,8,0.1
COc1ccc(Cl)cc1Nc1ccc(C(=O)O)cc1N,-1.5,4,-1,-0.1
Cc1ccc(NC(=O)CCC(=O)NNC(=O)NC2CCCCC2)c(C)c1,0.1,-5,5,-0.2
COc1ccc(OC)c(NC(=O)c2sc3nc(C)nc(N4CCCCC4)c3c2C)c1,-0.8,9,9,0.4
CCOC(=O)c1sc(NC(=O)c2cc(=O)c3ccccc3o2)cc1C,1.3,4,6,0.1
O=C(c1cc2c(s1)CCC2)N1CCn2c(nnc2C2CC2)C1,0.7,-14,-4,-0.2
CC[C@@H](Cn1nc(-c2ccc(F)c(F)c2)ccc1=O)NC(=O)c1ccccn1,0.3,2,-19,0.0
COc1ccc(Br)cc1C1=N/C(=C\c2ccccc2)C(=O)O1,1.2,0,-4,0.0
# Remaining list, next part:
SMILES,GPR151 activ,TEAD-YAP inh,MITF inh,FBW7 act
CCCNC(=O)Cn1cnc2sc(C(=O)N3CCCC(C)C3)c(C)c2c1=O (centres undefined),1.0,5,-9,-0.1
COc1ccc(Cl)cc1NC(=O)c1ccc2c(=O)n(-c3ccccc3)c(=S)[nH]c2c1,-0.4,8,6,0.0
CC1(C)C(C=C(Cl)Cl)C1C(=O)Nc1cccc(Cl)c1 (centres undefined),-1.1,-10,4,-0.1
O=C1c2ccccc2NC(c2ccccc2)N1O (centres undefined),1.1,-2,-3,-0.2
COc1ccc(Cn2nnnc2C(c2ccc(C)cc2)N2CCN(C)CC2)cc1 (centres undefined),2.9,12,-1,-0.1
Cc1ccc(C(=O)N(CC(=O)Nc2sc(C)c(C)c2C(N)=O)Cc2ccccc2)cc1,3.6,3,-168,0.2
CN(C)S(=O)(=O)c1ccc(C(=O)N(Cc2ccccc2)c2nc3ccccc3s2)cc1,0.5,-41,6,0.1
O=C(CCc1ccccc1)N1CCN(Cc2ccc3c(c2)OCO3)CC1,0.4,4,6,0.0
COc1ccc(CCNC(=O)c2[nH]ncc2[N+](=O)[O-])cc1OC,-2.1,-6,-1,0.0
O=C(Nc1ccc([N+](=O)[O-])cc1Cl)NC1(C(F)(F)F)Oc2ccccc2O1,1.0,18,2,0.3
CCOC(=O)C1=C(C)NC2=C(C(=O)C(C(=O)OCC)C(c3ccccc3OC)C2)C1c1ccccn1 (centres undefined),-0.2,8,10,0.3
COc1c(C(=O)Nc2ccncc2)ccc2ccccc12,-0.4,7,-4,0.8
Cc1ccc(CN2C(=O)C3CCCN3c3ccc(C#N)cc32)cc1 (centres undefined),5.6*,-4,-3,0.0
COc1ccccc1CN(C(=O)c1ccco1)C(C(=O)NC1CCCC1)c1cccnc1 (centres undefined),-0.4,3,-2,-0.1
O=C1N=c2ccccc2=C1c1sc(=S)n(-c2ccccc2F)c1O,-1.5,-6,2,0.1
CCn1c(SCC(=O)C(C)(C)C)nnc1-c1ccccn1,2.0,13,10,-0.3
CCS(=O)(=O)N1CCN(S(=O)(=O)c2ccccc2[N+](=O)[O-])CC1,2.3,9,4,0.0
COc1ccc(Cc2nnc(SCC(=O)Nc3ncc(C)s3)n2C)cc1,0.6,10,-1,-0.2
Clc1ccc(CCN2CCC(NCc3ccco3)CC2)cc1,-0.1,2,-2,0.3
O=[N+]([O-])c1ccc(OC2=C(c3ccccc3)N3CCN=C3S2)cc1,-0.8,1,-2,0.0
O=C(N/N=C/c1ccc(Br)cc1)C(=O)Nc1ccccc1F,-1.6,-8,-4,0.0
Cc1nc2cc(NC(=O)NC(C)(C)C)ccc2n1C,-0.2,-25,-6,-0.3
CN(C)c1ccc(/C=N\NC(=O)CN2CCN(Cc3ccccc3Cl)CC2)cc1,-0.8,3,-9,-0.1
C=CCNc1sc(C(=O)c2ccc(Cl)cc2)c(N)c1C#N,-0.5,10,7,1.4
CCN1C(=O)c2cccc3c(NC(=S)C(=O)c4cc(OC)cc(OC)c4)ccc1c23,1.7,-5,-3,0.0
Cc1c(C(=O)NCc2ccccc2)sc2nc(-c3ccccc3)cn12,-1.0,-1,-18,-0.1
CCC(C)NC(=O)CN(c1cc(Cl)ccc1C)S(=O)(=O)c1ccccc1 (centres undefined),2.1,-1,7,0.1
CCOc1ccc(-n2c(SC)nc3c(sc(=S)n3-c3ccc(C)cc3C)c2=O)cc1,1.8,-3,-2,0.0
CCOc1ccc(-n2cc(C(=O)NC3CCCCCC3)c3cc(OC)c(OC)cc3c2=O)cc1,0.8,7,1,-0.1
Cc1cc(C(=O)N2CCC(c3nc(N4CCCCC4)ncc3-c3cc(C)no3)CC2)on1,1.5,-11,5,0.3
CCNc1nc(-c2cc3ccccc3o2)cs1,2.7,-35,5,0.0
COc1ccc(-c2noc(-c3ccccc3C(=O)Nc3cccnc3)n2)cc1OC,-1.3,3,13,0.7
CCCCn1c(SCC(=O)NCCc2ccc(S(N)(=O)=O)cc2)nc2ccsc2c1=O,-1.6,3,-7,0.1
CN(C)c1ccc(C(=O)OC2CCOC2=O)cc1 (centres undefined),2.3,-2,22,0.0
Cc1cc(NC(=O)Cn2nnc(-c3ccc(F)cc3)n2)no1,-0.4,4,-5,0.1
COCC(=O)N1CCCc2ccc(NS(=O)(=O)c3cc(C)ccc3C)cc21,6.8*,14,6,0.0
COCC(=O)N/N=C(\C)CC(=O)Nc1ccccc1C(N)=O,0.1,-8,12,0.4
CCOC(=O)c1nnn(-c2ccccc2)c1C,-1.3,-28,4,-0.1
CN(C(=O)c1cc(-c2ccco2)on1)c1ccccc1,0.6,-10,-9,0.1
CCn1c(CNc2ccc(C)cc2)nnc1SCC(=O)N1CCCCC1,-0.8,-3,8,0.4

# By substructure: those above with a furan ring, fused or not (6)
SMILES,GPR151 activ,TEAD-YAP inh,MITF inh,FBW7 act
CC(C)CC(=O)N1CCN(C(=O)c2ccco2)CC1,-0.5,-8,0,0.1
CCC(c1ccccc1)c1nnc(NC(=O)c2ccco2)s1 (centres undefined),1.1,0,-3,0.1
COc1ccccc1CN(C(=O)c1ccco1)C(C(=O)NC1CCCC1)c1cccnc1 (centres undefined),-0.4,3,-2,-0.1
Clc1ccc(CCN2CCC(NCc3ccco3)CC2)cc1,-0.1,2,-2,0.3
CCNc1nc(-c2cc3ccccc3o2)cs1,2.7,-35,5,0.0
CN(C(=O)c1cc(-c2ccco2)on1)c1ccccc1,0.6,-10,-9,0.1

# More entries follow:
SMILES,GPR151 activ,TEAD-YAP inh,MITF inh,FBW7 act
COC(=O)C1=C(C)NC(C)=C(C(=O)OC)C1c1ccc(-c2cc(Cl)ccc2Cl)o1,0.3,6,-6,-0.1
Cc1c(C(=O)Nc2ccc(-c3nc4ccccc4o3)cc2)oc2ccccc12,-1.2,-8,-5,0.0
N#CC1=C(N)Oc2n[nH]c(-c3ccccn3)c2C1c1c(F)cccc1Cl (centres undefined),0.6,-13,6,-0.7
CCOC(=O)N1CCN(C(=O)CC2C(=O)NCCN2Cc2ccccc2OC)CC1 (centres undefined),-1.6,-2,11,0.0
O=S(=O)(c1ccc(OCC(O)CN2CCNCC2)cc1)N1CCOCC1 (centres undefined),-0.5,10,16,0.4
CC1=C(C(=O)NCc2ccc(Cl)cc2)C2(CCCCC2)OC1=O,-0.2,-5,-4,-0.3
CC(C)(C)C1CCc2c(sc(NC(=O)c3cc4nc(-c5ccc(Cl)cc5)cc(C(F)(F)F)n4n3)c2C#N)C1 (centres undefined),-0.3,-1,21,0.0

# Quoted from the listing.
# `COC(=O)C1=C(C)NC(C)=C(C(=O)OC)C1c1ccc(-c2cc(Cl)ccc2Cl)o1` @ MITF inh: -6
# `O=S(=O)(c1ccc(OCC(O)CN2CCNCC2)cc1)N1CCOCC1` (centres undefined) @ MITF inh: 16
# `Cc1c(C(=O)Nc2ccc(-c3nc4ccccc4o3)cc2)oc2ccccc12` @ GPR151 activ: -1.2
# `CC(C)(C)C1CCc2c(sc(NC(=O)c3cc4nc(-c5ccc(Cl)cc5)cc(C(F)(F)F)n4n3)c2C#N)C1` (centres undefined) @ FBW7 act: 0.0
# `N#CC1=C(N)Oc2n[nH]c(-c3ccccn3)c2C1c1c(F)cccc1Cl` (centres undefined) @ GPR151 activ: 0.6
# `CCOC(=O)N1CCN(C(=O)CC2C(=O)NCCN2Cc2ccccc2OC)CC1` (centres undefined) @ TEAD-YAP inh: -2
# `CC1=C(C(=O)NCc2ccc(Cl)cc2)C2(CCCCC2)OC1=O` @ TEAD-YAP inh: -5
